INS promoter inh: TRM-6 insulin promoter activity inhibition. TRM-6 cells (human fetal islet line), insulin promoter-eGFP reporter, imaging; reporter expression induced with tamoxifen. inhibition, % at 2 µM. 0.9% of 130,000 active;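 active = inhibition above the mean plus 3 SD, with well images judged a real hit on visual review, cut at about 60% in these data, passing the limit was not always enough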
SDO1 yeast rescue: sdo1-depleted yeast growth rescue; z-score at 10 µM; 0.21% of 140,000 active; S. cerevisiae sdo1-depleted JHY4D growth rescue, OD600 30 h; active compounds read high; pdr5 snq2 efflux-pump mutant strain;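 active = z-score above 3 at both the 24 hr and the 30 hr optical density reads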;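 also: z-score against mean and SD of all compound wells on the same plate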
SDO1 yeast rescue Rescue 24 h: recorded beside SDO1 yeast rescue, whose call it bears; z-score; S. cerevisiae sdo1-depleted JHY4D growth rescue, OD600; measured here: growth rescue at 24 h;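 0 is the plate mean of compound wells and units are plate SD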
Active calls of the source: *; x = no result given.

Structure	INS promoter inh	SDO1 yeast rescue	SDO1 yeast rescue Rescue 24 h
Cc1noc(C)c1C(=O)OCC(=O)Nc1ccccc1C(=O)NC(C)c1ccccc1 (stereo not given)	-68	-0.42	-0.84
O=C(NNC(=S)NCCCN1CCOCC1)c1ccncc1	5	x	x
O=C(O)/C(=C\c1ccccc1Cl)c1ccc(S(=O)(=O)N2CCCCC2)s1	x	1.5	1.4
Cc1ccc(C)c(C(=O)N(C)CC(=O)Nc2ccccc2C(F)(F)F)c1	-36	x	x
COc1cc(CN2CCN(C(=O)CC(C)C)CC2)cc(OC)c1O	26	0.59	0.69
O=C(NCc1ccc(F)cc1)C(=O)NCC1OCCN1S(=O)(=O)c1cccs1 (stereo not given)	0	-0.24	-0.04
COCCCNC(=O)Cn1ncc2c(=O)oc3ccccc3c21	x	0.93	0.6
O=C(Nc1cccc(C(F)(F)F)c1)c1cc2c(=O)c3ccccc3oc2nc1C(F)(F)F	22	-0.76	0.11
CCOC(=O)CSc1nnnn1-c1cc(OC)c(Cl)cc1OC	-64	-1.4	-0.15
CN(C)C(=O)c1cc2cc([N+](=O)[O-])ccc2s1	-12	0.06	-0.18
CON/C=C(\C=Nc1ccc(Cl)cc1Cl)c1ncc(C(F)(F)F)cc1Cl	48	-0.67	3
O=C(/C=C/Nc1ccccc1C(F)(F)F)c1ccco1	33	x	x
CCN(CCCNC(=O)c1c(C)cc(=O)oc1C)c1cccc(C)c1	-45	-0.03	-0.26
COCCOc1cc(N2C(=O)CSCC2=O)c(Cl)cc1Cl	x	0.86	0.05
COc1cc(/C=N/NC(=O)c2ccc(COc3ccccc3Cl)o2)cc(Br)c1O	50	0.74	3
COc1ccccc1-n1c(=O)c2c3c(sc2n2c(SC(C)C)nnc12)CCC3	x	-0.55	-0.18
O=C(CN1C(=O)NC(CCc2ccccc2)C1=O)NC1CC1 (stereo not given)	18	x	x
CNCCCC1c2ccccc2C=Cc2ccccc21	-9	0.34	0.27
C/C(=N/NC(=O)C1CC1(c1ccccc1)c1ccccc1)c1ccco1 (stereo not given)	x	-0.22	-0.47
Cc1ccc2c(c1)sc1ncc(NC(=O)c3ccc(F)cc3)c(=O)n12	25	x	x
CCCn1nnc(NC(=O)c2ccco2)n1	-21	0.29	0.06
COc1ccc(C(C)=O)cc1CSc1nc2cc(C(=O)O)ccc2c(=O)n1Cc1ccccc1	-38	0.9	0.46
COc1ccccc1C(=O)Nc1nnc(SCC(=O)Nc2ccc3c(c2)oc2ccccc23)s1	-33	-1.4	-0.21
CCC(C)[C@H](NC(=O)CCn1nnc2ccccc2c1=O)C(=O)O (stereo not given in full)	21	-0.53	-0.62
CCOC(=O)C(NC(=O)c1ccc(OC)cc1)(N1CCOCC1)C(F)(F)F (stereo not given)	57	-0.04	-0.05
COc1ccc(OC)c2sc(NC(=O)CCSc3ccccc3)nc12	x	-0.86	0.14
CN(C)/C=N/c1ncc(C(=O)c2ccc3ccccc3c2)s1	52	-0.49	-0.29
O=c1/c(=C/c2ccco2)sc2n1CN(c1cccc(Br)c1)CN=2	4	-2	-1.3
CC(=C\C(=O)O)/C(=C/c1ccc(C)o1)C(=O)O	14	0.44	0.42
CCOC(=O)CSc1nc2c(c(=O)[nH]c(=O)n2C)n1CCc1ccccc1	-65	-0.97	-0.91

(next part)
Structure	INS promoter inh	SDO1 yeast rescue	SDO1 yeast rescue Rescue 24 h
Cc1c(C(=O)N(C)C)c2ccc(Cl)cc2n1O	42	0.49	0.47
COCC(=O)Nc1cc([N+](=O)[O-])ccc1OC	21	0.52	-0.28
CCCSc1nc(SCC(=O)NCc2ccccc2)c2c3c(sc2n1)COC(C)(C)C3	-23	-1.7	-1.5
C=CCn1c(SC2CCOC2=O)nc2sc(CC)cc2c1=O (stereo not given)	13	0.23	-1.5
CN(CC(=O)Nc1cccc2ccccc12)C(=O)/C=C/c1cccs1	28	-0.06	-0.65
CN1CCN(c2ncnc3c2[nH]c2ccc(F)cc23)CC1	-9	1.4	1.2
COC(=O)c1cc(C(=O)N2CCN(c3ccccc3OC)CC2)cc([N+](=O)[O-])c1	-207	x	x
CC(C)C(=O)Nc1nnc(SCC(=O)NCc2ccco2)s1	x	0.23	0.28
CCOC(=O)c1c(NC(=O)C2CCN(S(=O)(=O)c3cccs3)CC2)sc(C)c1C	-454	-0.12	-0.03
CCCOc1ccc(C(=O)CCN2CCN(C(=O)OCC)CC2)cc1	21	x	x
CN1c2ccccc2C(O)=C(C(=S)Nc2ccccc2)S1(=O)=O	x	1.3	0.34
COc1cc(C(=O)Oc2ccccc2N)cc(OC)c1OC	-12	0.4	0.35
CC1CC(C)CN(C(=O)CSc2nnc(-c3ccc(Cl)s3)o2)C1 (stereo not given)	-43	-0.91	-0.46
O=[N+]([O-])c1ccc2nc(SCc3cn4cc(Cl)ccc4n3)[nH]c2c1	x	-1.6	-1.5
FC(F)(F)c1nc(N2CCN(c3ccccc3)CC2)nc2c1CCCCC2	x	0.1	0.09
Cc1csc(NC(=O)Cc2ccccc2[N+](=O)[O-])n1	-31	0.13	0.19
O=C(NC1CC1)C1CCN(Cc2cnn(-c3ccccc3)c2-n2cccc2)CC1	27	-0.12	-0.34
Cc1cc(C)cc(OCc2nc(-c3cccnc3)no2)c1	4	x	x
CCCCSc1nc2c(c(=O)n1CC)SC(C)C2 (stereo not given)	40	-1.5	-1.3
COc1ccc(COC(=O)Nc2cc3c(C(F)(F)F)nn(C)c3s2)cc1	-53	0.5	-0.22
Cc1cc(F)ccc1S(=O)(=O)Nc1ncnc2scc(-c3ccc(F)cc3)c12	19	0.83	0.19
O=C(CCCCCn1c(=S)[nH]c2ccc(N3CCOCC3)cc2c1=O)NCc1ccccc1Cl	-9	x	x
COc1ccc(C2CC(c3cccs3)=NN2C(=O)c2ccc(Br)o2)cc1 (stereo not given)	-8	-2	-0.59
CC(C)N(C(=O)c1ccccc1-c1ccccc1)C(C)C	3	-1.4	-0.45
CC(=O)c1cnc2cc(-c3ccc(Cl)cc3)nn2c1C	-58	-0.45	-0.97
CCOC(=O)c1ccc(CSc2ncn[nH]2)o1	-19	0.61	0.4
N#Cc1ccccc1Cn1c(=O)n(-c2ccc(CC(=O)NCc3ccco3)cc2)c(=O)c2sccc21	30	0.03	-0.51
Cc1nn(C(C)C(=O)NCc2ccccc2)c(C)c1[N+](=O)[O-] (stereo not given)	x	0.12	-0.59
C=CCc1ccc(OCCCCCN2CCOCC2)c(OC)c1	x	0.39	0.33
Cc1cc(NC(=O)/C=C/c2ccccc2Cl)no1	39	-1.5	-0.79

An excerpt from above in order of their number in SDO1 yeast rescue Rescue 24 h, ascending:
SMILES,INS promoter inh,SDO1 yeast rescue,SDO1 yeast rescue Rescue 24 h
CCCSc1nc(SCC(=O)NCc2ccccc2)c2c3c(sc2n1)COC(C)(C)C3,-23,-1.7,-1.5
COc1ccc(COC(=O)Nc2cc3c(C(F)(F)F)nn(C)c3s2)cc1,-53,0.5,-0.22
Cc1c(C(=O)N(C)C)c2ccc(Cl)cc2n1O,42,0.49,0.47

Look-ups from the results shown:
SDO1 yeast rescue Rescue 24 h result of CC(C)C(=O)Nc1nnc(SCC(=O)NCc2ccco2)s1 → 0.28
SDO1 yeast rescue result of CN1CCN(c2ncnc3c2[nH]c2ccc(F)cc23)CC1 → 1.4
SDO1 yeast rescue result of CCCSc1nc(SCC(=O)NCc2ccccc2)c2c3c(sc2n1)COC(C)(C)C3 → -1.7

An excerpt of these results, with values under each structure.
Below each compound – INS promoter inh | SDO1 yeast rescue | SDO1 yeast rescue Rescue 24 h
COc1cc(/C=N/NC(=O)c2ccc(COc3ccccc3Cl)o2)cc(Br)c1O
 : 50 | 0.74 | 3
COc1ccccc1-n1c(=O)c2c3c(sc2n2c(SC(C)C)nnc12)CCC3
 : x | -0.55 | -0.18
O=C(CN1C(=O)NC(CCc2ccccc2)C1=O)NC1CC1 (stereo not given)
 : 18 | x | x
CNCCCC1c2ccccc2C=Cc2ccccc21
 : -9 | 0.34 | 0.27
C/C(=N/NC(=O)C1CC1(c1ccccc1)c1ccccc1)c1ccco1 (stereo not given)
 : x | -0.22 | -0.47
Cc1ccc2c(c1)sc1ncc(NC(=O)c3ccc(F)cc3)c(=O)n12
 : 25 | x | x

More records
Structure	INS promoter inh	SDO1 yeast rescue	SDO1 yeast rescue Rescue 24 h
O=C(CNC(=O)c1ccco1)OCc1cccc(Cl)c1	x	-0.15	0.85
CCC(CC)=NNC(=O)c1ccccc1OCc1ccc(F)cc1	x	0.47	0.47
Cc1ccc(Nc2cc(-n3nc(C)cc3C)ncn2)c(C)c1	-114	0.06	0.42
CC(C)NC(=O)c1cc(-c2ccc(Br)cc2)on1	0	0.15	0.75
O=C(Nn1c(C2CCCCC2)nc2ccccc2c1=O)c1ccc(Cl)c([N+](=O)[O-])c1	-97	-0.9	-0.14
COc1ccc2nc(N/C(N)=N/C(=S)Nc3ccccc3)nc(C)c2c1	14	x	x
O=c1c2ccccc2nc2n1CC/C2=C/N1CCN(c2cccc(C(F)(F)F)c2)CC1	6	0.47	0.06
Cc1cc(C)n(C(=O)c2ccc(C)c(S(=O)(=O)N3CCCCC3)c2)n1	45	-0.86	-0.34
COc1ccc(C2C(=O)N(C3CCCCC3)CC(=O)N2Cc2ccco2)cc1 (stereo not given)	-128	-0.31	-0.49
Cc1ccc(S(=O)(=O)Oc2ccc(/C=C3/N=C(c4ccccc4)OC3=O)cc2)cc1	25	-0.88	-1.5
O=C(CSc1nnc(-c2ccccc2F)n1C1CCCCC1)N1CCCC1	x	0.2	-0.75
COc1c(O)cccc1-c1nnn(CCC(=O)OCC(=O)c2ccccc2)n1	x	-0.19	0.56
Cc1cccc(C(=O)Nc2ccc(C)c(OC(=O)c3cccc(C)c3)c2)c1	-12	-0.01	-0.39
COc1ccc2c(=O)c3c(=O)n(Cc4ccco4)c(-c4ccccc4)nc3oc2c1	14	-1	0.19
COc1ccccc1C(=O)Nc1ccc(C(=O)N2CCCC2)cc1	64	-0.2	-0.23
Cc1nn(Cc2ccccc2)c(C)c1NC(=O)CCCn1nc([N+](=O)[O-])cc1C	18	x	x
COC(=O)c1c(C(=O)OC)c2cc(C(=O)c3ccccc3)ccn2c1Cl	-261	-1.8	-0.96
Cc1cc([N+](=O)[O-])ccc1NC(=O)/C=C/c1cccs1	x	-0.26	-0.39
CCc1ccccc1NC(=O)C(C#N)Cc1cccnc1 (stereo not given)	-160	0.18	0.36
CCOC(=O)N1CCN(S(=O)(=O)c2ccc3c(c2)oc(=O)n3C)CC1	-5	0.09	-0.38
O=C(Cc1cccs1)Nc1nc2ccccc2s1	-79	-1.5	-1.5
Cc1cc(C)c(C(N)=O)c(NC(=O)Nc2ccccc2Cl)n1	x	-0.23	1.6
COc1ccc(OC)c(C(=O)c2ccc(C(=O)Nc3ccc4ccccc4c3)cc2)c1	-13	-0.98	-0.62
CC(CCc1ccccc1)NC(=O)COC(=O)C12CC3CC(CC(Br)(C3)C1)C2 (stereo not given)	x	-0.01	0.07
Cc1ccc(S(=O)(=O)c2nc(NCc3ccc4c(c3)OCO4)sc2Cl)cc1	21	-1.8	-1.4
Cc1cc([N+](=O)[O-])ccc1NCc1cccc([N+](=O)[O-])c1	x	-0.43	-0.35
Cc1ccc(C(=O)Nc2cnc3sc(C)nn3c2=O)cc1	20	-0.1	-0.82
CCC(COC(=O)Nc1cccc(C)c1)NC(=O)OCC(C)C (stereo not given)	x	-0.55	-1
CCOC(=O)COc1cc(-n2c(=S)[nH]c3cc(OC)c(OC)cc3c2=O)c(Cl)cc1Cl	-44	x	x
CCCCn1c(=O)[nH]c(=O)c2c1nc(-c1ccc(C#N)cc1)n2C1CCCC1	18	-0.37	0.35

Additional records:
Structure	INS promoter inh	SDO1 yeast rescue	SDO1 yeast rescue Rescue 24 h
CCSc1nc(-c2ccc(OC)cc2)cc(-c2ccccc2)c1C#N	23	0.06	-0.01
O=C(c1cccc(S(=O)(=O)N2CCCC2)c1)N(Cc1ccco1)C1CCS(=O)(=O)C1 (stereo not given)	18	x	x
COc1ccc(NC(=O)C(c2ccc(C)cc2)N(C)C(=O)c2ccc(=O)[nH]c2)cc1 (stereo not given)	4	-0.08	-0.88
O=C(CSc1ccc2c(c1)OCCO2)Nc1ccc(Br)cc1	47	-1.5	-0.57
O=C(CSc1nc(-c2ccccc2)c(-c2ccccc2)[nH]1)Nc1nccs1	x	-1.2	-0.18
Cc1cc(N2CCN(C(=O)OC(C)(C)C)CC2)n2ncnc2n1	-43	-0.07	-0.54
CC(C)CNC(=S)NC1CCCC1	-27	0.97	0.56
CCOC(=O)CC1NC(=O)c2ccccc21 (stereo not given)	-49	1.1	2.8
CC(=O)N1CN(CCCn2ccnc2)Cc2c1sc1c2CCCC1	x	1	0.38
O=C(NCc1cccs1)c1cc(C2CC2)on1	x	1.3	1.3
CC(NC(=O)NC1CCCCC1)c1ccc2c(c1)OCO2 (stereo not given)	32	x	x
CN(C)c1nc(NCc2ccccc2)nc(SCC(=O)Nc2ccccc2)n1	x	-0.72	-0.19
CC(=O)Nc1ccc(S(=O)(=O)NCCc2ccccc2)cc1	-11	2	3.7
COc1ccc(N(CC(=O)Nc2ccc(OC)cc2OC)S(=O)(=O)c2ccccc2)cc1	-7	x	x
CCCOc1ccc(Cc2c(Cl)nc(SC)nc2OC)cc1	-57	0.09	-0.51
CC/C(=N\NC(=O)c1c[nH]c2ccccc12)c1cccs1	33	-1	-0.82
Nc1nc2c(c3c1c(=O)oc1ccccc13)CCCCC2	-12	-1	-0.49
CN(C)c1cccc(NC(=O)Cc2ccc(F)cc2)c1	x	-0.96	0.77

An unsorted share of the library. About 0.91% of those tested had a hit in this group.
